Screening data from PubChem BioAssay.
Measles CPE – compounds protecting cells from measles virus cytopathic effect, primary screen, measles RdRp inhibitor project, single point, MLSMR library, absorbance; 140,000 tested, 1.5% active; Measles virus-infected cells, CPE protection; protection (pct of control), % at 4 µM; in the data active = protection mostly above about 24%, no sharp cut-off; inactive = mostly below about 26%; also: some compounds called inactive have numbers as strong as hits
Phagocytosis inh – inhibitors of macrophage phagocytosis, primary screen, imaging, J774A.1 cells, IgG beads. 110,000 tested, 0.07% active. inhibition, % at 5 µM. AID 1029, 2008. J774A.1 macrophage IgG-bead phagocytosis;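 active = inhibition above the mean of the plate negative controls plus 5 SD, cut at about 13% in these data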;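 also: phagocytic index as fraction of beads internalized from green versus red external bead signal; plate controls were DMSO negative control for no effect and cytochalasin-D positive control for full effect; some results beyond the cut were filed as inactive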
NPY-Y2 antag – NPY-Y2 receptor antagonists, primary screen, cell-based; Neuropeptide Y receptor type 2 (Homo sapiens), P49146; NPY-Y2 expressing cells, antagonist mode; inhibition, % at 2.7 µM; 140,000 tested, 0.99% active; in the data active = inhibition above about 17%;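 also: 0% = vehicle with agonist challenge and 100% = reference antagonist with challenge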
Target sequence (P49146 whole entry, looked up): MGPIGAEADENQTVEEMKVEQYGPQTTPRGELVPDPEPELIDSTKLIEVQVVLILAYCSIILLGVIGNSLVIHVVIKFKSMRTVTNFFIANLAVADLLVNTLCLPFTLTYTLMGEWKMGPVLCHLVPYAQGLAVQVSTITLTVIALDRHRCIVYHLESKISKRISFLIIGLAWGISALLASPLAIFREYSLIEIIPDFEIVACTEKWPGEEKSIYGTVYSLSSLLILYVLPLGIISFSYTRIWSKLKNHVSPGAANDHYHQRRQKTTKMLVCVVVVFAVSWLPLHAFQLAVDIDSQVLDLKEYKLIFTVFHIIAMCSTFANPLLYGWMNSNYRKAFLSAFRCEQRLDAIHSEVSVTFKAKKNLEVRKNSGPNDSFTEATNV
E-sel TNF inh – E-selectin induction blockers in HUVEC – imaging, immunofluorescence, high content, primary screen. 120,000 tested, 0.71% active. inhibition, % at 2 µM. HUVEC TNFa-induced E-selectin immunofluorescence;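 active = inhibition above the batch mean plus 3 SD, and confirmed as a hit on visual image review, cut at about 43% in these data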;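 also: 0% = TNF-stimulated DMSO wells and 100% = unstimulated control wells; not every result past the cut was called active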
BB579 growth dn – growth inhibitors of yeast BB579 in restrictive medium, primary screen, yeast lifespan-shortening project, S. cerevisiae; inhibition, % at 10 µM; OD615, 48 h; 140,000 tested, 0.51% active;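 active = inhibition above a set limit, 3 SD over the mean compound inhibition, cut at about 44% in these data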; also: inactives centre near -24
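Assay system: S. cerevisiae DeaD strain BB579 yeast. Medium: CSMM-D restrictive synthetic medium containing dextrose (glucose). Times: 4 h cell preincubation, 48 h compound exposure, 30 °C humidified. Signal: OD615 turbidity measurement. Benchmarks: positive control amphotericin B 10 µg/mL.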
GALR2 blocker – GALR2 antagonists in receptor-expressing cells, primary screen | 140,000 tested, 0.39% active | antagonist mode | inhibition, % at 4 µM | AID 828, 2007; in the data active = inhibition above about 27%;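 also: cells stimulated with galanin 1-16 at roughly its EC80; 0% = agonist challenge control and 100% = basal control without agonist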
Target sequence (O43603 whole entry, looked up): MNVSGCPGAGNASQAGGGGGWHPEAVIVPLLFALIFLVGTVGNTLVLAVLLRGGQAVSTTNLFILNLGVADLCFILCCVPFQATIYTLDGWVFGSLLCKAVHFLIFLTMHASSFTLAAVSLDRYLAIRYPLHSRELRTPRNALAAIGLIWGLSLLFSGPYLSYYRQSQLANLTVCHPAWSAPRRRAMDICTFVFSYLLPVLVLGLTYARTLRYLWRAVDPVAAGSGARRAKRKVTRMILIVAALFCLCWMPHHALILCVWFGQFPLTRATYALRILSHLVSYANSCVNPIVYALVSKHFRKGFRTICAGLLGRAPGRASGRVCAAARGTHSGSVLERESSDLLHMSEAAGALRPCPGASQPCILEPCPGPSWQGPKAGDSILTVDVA
Yeast lifespan up – compounds extending yeast replicative lifespan, primary screen, S. cerevisiae, OD615; S. cerevisiae growth with nicotinamide; deaD strain in restrictive glucose medium; inhibition of the nicotinamide effect, % at 10 µM; 130,000 tested, 0.68% active;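 active = inhibition above a set limit, placed 3 SD over the median of all compounds, cut at about 26% in these data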;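 also: 0% = nicotinamide-treated wells and 100% = cells grown without nicotinamide; some compounds called inactive have numbers as strong as hits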
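Buffer or medium: CSMM-D glucose medium, restrictive; test system: modified budding yeast, DeaD strain; compound: single dose 10 µM compound, 0.25% DMSO; schedule: culture preincubation 4 h, compound exposure 48 h, both 30 °C; detection: optical density (absorbance) at 615 nm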
MRP1 act – H69AR viability gain despite doxorubicin, primary screen, MRP-1 activator project, H69AR cells, CellTiter-Glo | 140,000 tested, 0.61% active | viability increase, % at 10 µM | AID 799, 2007 | viability rescue;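 active = viability gain under doxorubicin at or above a set limit, the compound median plus 3 SD, cut at about 4.7% in these data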;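 also: MRP-1 overexpressing cells given doxorubicin 25 µM after compound pretreatment; 18-22 h compound pretreatment then 72 h with doxorubicin before readout; 0% = doxorubicin-only wells and 100% = vehicle-treated cells without doxorubicin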
PTEN del growth – growth suppression of PTEN-null HCT116, primary screen, cell-based, CellTiter-Glo. AID 827, 2007. 140,000 tested, 1.2% active. viability, % at 10 µM. HCT116 PTEN-null viability, 60 h; stronger effect = lower value;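 active = viability at or below a set limit, 4 SD under the median of all tested compounds, cut at about 3.7% in these data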;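 also: PTEN knockout HCT116 line with beta catenin targeted HCT116 as companion control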
bCat KO growth – primary screen for growth suppressors in beta-catenin knockout HCT116 cells (colon tumor, human) | HCT116 beta-catenin knockout viability, CellTiter-Glo, 60 h; stronger effect = lower value | viability, % at 10 µM | 140,000 tested, 1.5% active | AID 818, 2007;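 active = viability at or under a set limit, the compound median less 4 SD, cut at about 6% in these data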;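 also: 0% = Hyamine 1622 control at 20 µM and 100% = untreated cell control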
Starred values were filed as active, the others as inactive; · = no result given.

SMILES | Measles CPE | Phagocytosis inh | NPY-Y2 antag | E-sel TNF inh | BB579 growth dn | GALR2 blocker | Yeast lifespan up | MRP1 act | PTEN del growth | bCat KO growth
CCc1ccc(NC(=O)CSCCO)cc1 | 8 | -4 | 1 | 24 | -18 | -4 | -1 | 0.3 | 98 | 93
CN(C)c1ccc(C(C(=O)NC(C)(C)C)N(C(=O)c2csnn2)C2CC2)cc1 (stereo not given) | 3 | 0 | 1 | · | -11 | -7 | -22 | -3.5 | 81 | 79
CCOC(=O)N1CCN(CC(O)COc2cc(C)ccc2C(C)C)CC1 (stereo not given) | 30* | -2 | 0 | 5 | -11 | -1 | 6 | -2.6 | 85 | 87
CC(C)OC(=O)CN1C(=O)c2ccccc2C1=O | 7 | -3 | -1 | -36 | -8 | -9 | -6 | 0.3 | 95 | 102
CCOC(=O)CSc1nc2ccccc2c(=O)n1C | 13 | · | 1 | -22 | -27 | -7 | 5 | -3.7 | 101 | 98
COc1ccc(C2CC(c3ccccc3)=NN2C(=O)CSc2nccc(=O)[nH]2)cc1 (stereo not given) | 22 | -11 | 2 | · | -26 | 9 | 0 | -1.1 | 101 | 87
CCc1ccc(C(=O)NC(C(=O)O)C(C)C)cc1 (stereo not given) | 38* | 3 | 2 | 5 | 2 | 0 | -11 | -1.7 | 99 | 99
Cn1c(=O)[nH]c(=O)c2c1nc(SCCN1CCOCC1)n2CCCc1ccccc1 | 4 | 0 | 0 | · | -23 | 14 | -4 | -0.3 | 88 | 84
CCOc1ccc(C(=O)NCCN(C)C)cc1 | 32 | -2 | -2 | -19 | -13 | 4 | -11 | -1.1 | 99 | 101
O=C(NCCc1ccccc1)C(=O)NN=C1CCCC1 | 10 | 1 | 5 | -17 | -6 | -2 | -9 | 0.8 | 98 | 91
O=C(NCCO)c1cc2ccccc2c(=O)s1 | 2 | -1 | 4 | · | -13 | 9 | -8 | 0.0 | 79 | 94
Cc1ccc(CC(=O)N2CC(C)OC(C)C2)cc1 (stereo not given) | 3 | · | 2 | -11 | -33 | 4 | -8 | -0.8 | 99 | 89
COc1cc(C)c(S(=O)(=O)Nc2ccccc2F)cc1C | 11 | -1 | 3 | -29 | -52 | 11 | -5 | -1.0 | 75 | 69
CSc1nc(-c2ccco2)nn1C(=O)c1ccc(C)cc1 | 34 | 0 | 4 | -12 | 16 | 9 | -2 | 1.2 | 108 | 111
C/C(=N\NC(=O)CNc1ccccc1Cl)C(C)(C)C | 5 | · | -2 | -13 | 1 | -6 | -25 | -3.8 | 95 | 86
CC(=O)C1C(c2ccc(C)cc2)c2c(n[nH]c2C)CC1(C)O (stereo not given) | 3 | 0 | 1 | -8 | -26 | -6 | -15 | -3.7 | 88 | 91
N#Cc1c(N)c(C(=O)c2ccccc2)n2c1CCCC2 | 14 | 0 | 1 | 7 | -14 | 2 | -13 | -2.6 | 97 | 99
O=C1CN(C(=O)CSc2nncn2-c2ccccc2)c2ccccc2N1 | 2 | -1 | 6 | -23 | 14 | 4 | -6 | -1.1 | 100 | 99
Cc1ccc(S(=O)(=O)N(C)CC(=O)OCC(=O)NC(c2ccccc2)c2ccccc2)cc1 | 5 | · | 0 | · | -11 | -10 | 0 | -1.9 | 97 | 96
COC(=O)CSc1nnc(CNC(=O)c2cccs2)n1-c1cccc(C)c1 | 1 | -2 | 5 | -22 | -14 | -9 | -4 | -2.9 | 94 | 95
COc1ccc(CNC(=O)C(c2ccco2)N(C(=O)c2csnn2)c2cccc(C)c2C)cc1 (stereo not given) | 8 | · | 2 | 13 | -46 | 4 | · | -0.2 | 91 | 93
Cc1cccc(C)c1OC(=O)CSc1nnc(-c2ccccc2O)o1 | 2 | 1 | 4 | 18 | -48 | -2 | -10 | 0.1 | 98 | 93
CCC(C)NC(=O)C1(C)CCC(=O)N1CCc1ccc(OC)c(OC)c1 (stereo not given) | 2 | 1 | 0 | -6 | -57 | 16 | -11 | -1.0 | 108 | 98
CCCOc1ccc(-c2nc(C#N)c(N3CCN(C)CC3)o2)cc1 | 5 | 0 | 2 | 24 | -3 | 9 | -28 | -3.1 | 104 | 96
COc1ccc(S(=O)(=O)NCCc2cn3cccc(C)c3n2)cc1OC | 12 | 0 | 0 | · | -7 | -3 | 1 | 0.8 | 109 | 101
O=S(=O)(NC1CCCC1)c1ccc(S(=O)(=O)N2CCCN(Cc3ccccc3)C2)cc1 | 19 | · | 3 | 15 | -42 | 8 | 18 | -1.4 | 71 | 70
CCc1c(C)nc(N2CCN(Cc3ccccc3)CC2)[nH]c1=O | 18 | -1 | -2 | 4 | -58 | -3 | 5 | -0.6 | 102 | 94
Cc1ccc(S(=O)(=O)NCCCCCC(=O)Nc2ccccn2)cc1 | 6 | 0 | 4 | 5 | -55 | -7 | -8 | -0.7 | 100 | 102
Cn1c(SCC(=O)Nc2ccc(N3CCOCC3)cc2)nnc1-c1ccccc1 | 4 | 0 | 1 | 16 | -22 | -16 | -11 | -1.2 | 119 | 107
CC(=O)Nc1ccc(C(=O)OCC(=O)c2cccc([N+](=O)[O-])c2)cc1 | 8 | -13 | 2 | · | -47 | -4 | -3 | -0.3 | 89 | 82
Cc1ccc2cc(CCNS(=O)(=O)c3ccc(F)cc3)c(=O)[nH]c2c1 | 11 | 1 | 1 | 15 | 4 | 3 | -5 | 0.7 | 96 | 92
CCn1nc(C(=O)NNC(=O)COc2ccc(OC)cc2)c2ccccc2c1=O | 8 | -7 | -1 | 3 | -7 | 4 | -5 | -1.1 | 100 | 89
CCOC(=O)N1CCC(NC(=O)c2ccc(OC)c(CN3CC(=O)N4CCCC4C3=O)c2)CC1 (stereo not given) | 32 | 2 | 2 | 22 | -8 | -5 | -24 | -1.7 | 96 | 89
COc1ccc(CN(C)C2CCCCC2)cc1 | 3 | 1 | 0 | -27 | -28 | -4 | -11 | -0.9 | 91 | 100
O=C(Nc1ccccc1C(=O)Nc1ccc2c(c1)OCO2)c1ccco1 | 25* | -1 | 5 | 19 | -49 | 0 | -9 | -0.6 | 92 | 96
CCO/C(C)=C1\N=C(c2ccc(Cl)cc2)OC1=O | 9 | · | 3 | -36 | -53 | -5 | 1 | 1.7 | 103 | 101
Cc1cccc(NC(=O)c2ccc(NCC3CCCO3)c([N+](=O)[O-])c2)c1 (stereo not given) | 12 | -9 | 0 | 24 | -21 | -3 | 0 | -0.3 | 97 | 96
CCN1C(=O)/C(=C2/C=Cc3ccccc3N2C)OC1=S | 4 | 0 | 5 | 5 | -31 | -8 | -12 | -3.0 | 15 | 10
O=C(O)CCN1C(=O)/C(=C/c2ccc(-c3nc4ccccc4s3)o2)SC1=S | 4 | -2 | 1 | 32 | 7 | -4 | -14 | -0.1 | 74 | 78
Cc1nc(C)c(C(=O)Nc2ccc(C)c(F)c2)o1 | 6 | 1 | 1 | -19 | -12 | -5 | -15 | 1.5 | 107 | 92

One compound at a time, from the list above. Order of values: Measles CPE	Phagocytosis inh	NPY-Y2 antag	E-sel TNF inh	BB579 growth dn	GALR2 blocker	Yeast lifespan up	MRP1 act	PTEN del growth	bCat KO growth
`CCN1C(=O)/C(=C2/C=Cc3ccccc3N2C)OC1=S` in the list: 4	0	5	5	-31	-8	-12	-3.0	15	10
`Cc1ccc(S(=O)(=O)NCCCCCC(=O)Nc2ccccn2)cc1` in the list: 6	0	4	5	-55	-7	-8	-0.7	100	102

Next section
SMILES | Measles CPE | Phagocytosis inh | NPY-Y2 antag | E-sel TNF inh | BB579 growth dn | GALR2 blocker | Yeast lifespan up | MRP1 act | PTEN del growth | bCat KO growth
CCN(CC)c1ccc(/C=N\NC(N)=O)cc1 | 6 | -6 | 2 | · | -39 | -1 | -1 | -0.9 | 94 | 95
COC(=O)CCSc1cc([N+](=O)[O-])cc2c1c(C1OCCO1)nn2-c1ccccc1 | 2 | -7 | 6 | · | -45 | 16 | 12 | -1.1 | 97 | 100
COc1ccccc1NS(=O)(=O)/C=C/c1ccccc1 | 8 | -3 | 4 | · | -28 | 0 | 2 | -1.8 | 88 | 90
CC(=O)C1=C(C)N(Cc2ccccc2)C(=O)N[C@H]1CCc1ccccc1 | 3 | · | 2 | 24 | -22 | 2 | 1 | 1.3 | 78 | 66
COc1ccc(OCCOCC(O)CN2CCOCC2)cc1 (stereo not given) | 7 | 0 | 2 | -23 | -25 | 0 | -9 | -0.2 | 105 | 100
CN(C)/C=C1\C(=O)Nc2ccccc21 | 5 | 0 | 1 | · | -38 | 5 | -6 | -1.4 | 105 | 95
CCCc1nc([N+](=O)[O-])c(S(=O)(=O)c2ccccc2)n1CC(C)C | 11 | -1 | -1 | 4 | -11 | 6 | 2 | -5.0 | 2.9* | 3.3*
CC1CN(c2cc(-c3ccccc3)c3ccccc3n2)CC(C)O1 (stereo not given) | 5 | 0 | 5 | 11 | -41 | -14 | -8 | 1.0 | 75 | 69
CCOCc1nnc(NC(=O)COC)s1 | 24 | 0 | 6 | · | 19 | -5 | 5 | -3.6 | 96 | 96
CCOC(=O)c1cc(CC)sc1NC(=O)c1cc(OCC)c(OCC)c(OCC)c1 | 2 | 0 | 3 | -5 | -25 | 5 | -1 | -1.1 | 65 | 64
CCc1ccc(NC(=O)CSc2nnc(Cc3cccn3C)n2-c2ccc(OC)cc2)cc1 | 1 | 0 | -2 | · | -15 | 1 | -3 | -3.8 | 70 | 69
CCOC(=O)C(=O)Nc1ccc(S(=O)(=O)N2CCOCC2)cc1OC | 7 | · | 3 | 17 | -67 | -4 | -1 | 0.1 | 95 | 100
Cc1cc(C)nc(SCCS(=O)(=O)Cc2ccccc2)n1 | 3 | -3 | 0 | -24 | -4 | -3 | -6 | -2.9 | 102 | 104
CCCCCCCC#Cc1ccccc1/C=N/S(=O)c1ccc(C)cc1 (stereo not given) | 4 | · | 1 | · | -38 | 3 | 36* | -2.1 | 63 | 58
CCc1nnc(NC(=O)c2ccc(OC)cc2OC)s1 | 1 | -3 | 2 | -6 | 9 | -5 | -9 | -0.3 | 105 | 102
O=C(NCc1cccs1)C1CCN(C(=O)NCc2ccccc2)CC1 | 1 | · | 2 | 7 | 3 | 5 | · | 2.8 | 98 | 100
CCOC(=O)Cn1nc(C)n(-c2ccccc2)c1=O | 19 | · | 0 | 28 | -45 | 4 | -2 | -2.3 | 104 | 107
CC(C)(C)C(=O)Oc1cc(N)n(S(=O)(=O)c2ccc(F)cc2)n1 | 7 | · | 2 | -2 | -19 | -3 | -19 | -2.5 | 92 | 97
O=C(Nc1ccc([N+](=O)[O-])cc1)c1cn(-c2ccccc2)nc1-c1cc2ccccc2o1 | 5 | -8 | 1 | · | -65 | 3 | -1 | -3.2 | 50 | 80
O=C(COc1ccc(-c2nnco2)cc1)NC1CCCc2ccccc21 (stereo not given) | 2 | -1 | 1 | -12 | -12 | 8 | -10 | 0.2 | 84 | 95
